ER stress rescue – protection against thapsigargin-triggered cell killing – 384-well, CSM14.1, ATP luminescence, primary screen (AID 1222); CSM14.1 thapsigargin-induced death rescue, ATP luminescence; higher % means a stronger effect; cellular ATP content (survival), % at 20 µM, or EC50 in µM where a hit was titrated; 190,000 tested, under 10 active;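 active means EC50 below 50 µM in the dose-response confirmation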;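 further: death triggered by thapsigargin at about 15 µM added after 2 h compound pretreatment; cell ATP read after overnight thapsigargin exposure of roughly 18 to 22 hours; normalized against plate controls of thapsigargin alone and 5% DMSO vehicle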
bCat nuc transl – alters nuclear translocation of beta-catenin in HeLa cells | nuclear translocation activity, % at 5 µM | immunofluorescence imaging | AID 1665 | 190,000 tested, 0.3% active;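 active means nuclear translocation activity above 50% at 5 µM, with a well cell count of 50 or more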;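 further: per-cell ratio of nuclear to cytoplasmic median beta-catenin stain intensity; plate controls were DMSO negative control for no effect and GSK-3 inhibitor IX positive control for full effect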
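System: HeLa cells, endogenous beta-catenin; compound dosing: 5 µM primary single dose, 0.1% DMSO, 0.02–20 µM confirmation series; incubation: 24 h compound exposure at 37°C, 5% CO2; signal: beta-catenin immunofluorescence imaging with DAPI; evaluation: % activation, nuclear-to-cytoplasmic median beta-catenin signal ratio per cell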
MT stabilizer – stabilizes microtubules in HeLa cells | AID 2205 | HeLa tubulin immunostaining HCS, 24 h; share of cells brighter than vehicle mean+2SD | % tubulin-high responders, % at 10 µM | 200,000 tested, 0.83% active;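 active means plate Z-score above 3 for both tubulin-high and condensed-nucleus cell shares, with cell loss under 80%, at 10 µM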;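 further: anti alpha tubulin signal scored within the nucleus-defined area of each cell; some results filed as inactive read as strong as hits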
Dynein cargo inh – dynein cargo transport inhibition | z-score, hits read low | AID 1381 | 3617.4 mouse cells, GR-EGFP nuclear translocation imaging; test concentration mostly 20 µM; stimulated with dexamethasone, 1 µM; active compounds read low | 220,000 tested, 0.47% active;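 active means plate z-score of nuclear minus cytoplasmic receptor signal below a set negative limit, without overly bright fluorescence or cell loss, cut at about -3.5 in these data, passing the limit was not always enough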;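 further: z-score of nuclear minus cytoplasmic ring GR-EGFP intensity difference per well; some compounds called inactive have numbers as strong as hits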
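Buffer or medium: tet-free, stripped-serum medium; Also added: dexamethasone, 1.0 µM final; Technique: high-content fluorescence imaging after fixation; Times: 48 h induction, 1 h compound, 30 min dex at 37 °C; Read-out: per-cell GR-EGFP intensity, nucleus versus surrounding cytoplasmic ring, well-averaged.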
Insulin prom up – MIN6 insulin promoter up-regulation. MIN6 insulin promoter-GFP reporter, high-content imaging; active compounds read high. z-score at 5 µM. 190,000 tested, 0.3% active. AID 1625;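 active means z-score above 3 at 5 µM with at least 500 cells counted in the well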
Lipid droplet – hepatic lipid droplet formation modulation; AID 1656; 240,000 tested, 0.4% active; inhibition, % at 6.5 µM; AML12 mouse hepatocytes, oleate lipid droplets, BODIPY imaging;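 active means lipid droplet intensity inhibited by at least 50%, with more than 500 cells counted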
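material = mouse AML12 hepatocyte cell line, fixed after treatment | also added = 100 µM oleic acid challenge | doses = compound at 6.5 µM only | schedule = overnight exposure | technique = Image-based BODIPY and DAPI two-channel analysis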
Autophagy HCS – alters autophagy in cells; MEF GFP-LC3 puncta imaging; test concentration mostly 10 µM; calls only at 10 µM (by protocol); 190,000 tested, 0.98% active;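 active means percentage of spot-positive cells more than 3 SD above its plate mean, without a fluorescence outlier flag or 80% toxicity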;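 further: spot-positive cell cutoff set from DMSO-treated cells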
WT yeast gro inh – growth inhibition of WT yeast, mitochondrial fusion screen | mitochondrial fusion phenotypic screen, WT strain | inhibition, % at 10 µM | 190,000 tested, 2.1% active | AID 1362; in the data active means inhibition above about 58%; tested in S. cerevisiae
XIAP displacement – XIAP antagonists, biochemical, IAP family, fluorescence polarization (AID 1018) | XIAP BIR domain, fluorescence polarization peptide displacement; higher % means a stronger effect | displacement, % at 20 µM, or IC50 in µM where a hit was titrated | 200,000 tested, 0.007% active; in the data active means displacement above about 50%; further: a part of the inactive calls stands beside numbers as strong as those of hits
WT yeast gro inh mutant strain – further read-out of WT yeast gro inh, marked with its call; inhibition, %; mitochondrial fusion phenotypic screen, mutant strain inhibition
Dynein cargo inh cytoplasmic EGFP – second read-out of Dynein cargo inh, no call of its own (marks repeat the call); z-score; measured here: cytoplasmic GR-EGFP intensity; active compounds read high
Dynein cargo inh nuclear GR-EGFP – also measured in Dynein cargo inh; calls as there; z-score; measured here: nuclear GR-EGFP intensity;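 lower value marks the stronger effect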
Dynein cargo inh cell count – recorded beside Dynein cargo inh, whose call it bears; z-score; measured here: cell count per field
Insulin prom up cell count – further read-out of Insulin prom up, marked with its call; cell count; measured here: cytotoxicity, nuclei count;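 total cells summed across four imaged fields per well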
Lipid droplet cells 6.5 µM – further read-out of Lipid droplet, marked with its call; cell count; measured here: cell count, cytotoxicity flag;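 cells counted across two imaged fields per well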
bCat nuc transl cell count 5 µM – recorded beside bCat nuc transl, whose call it bears; cell count; measured here: cell count, cytotoxicity flag
MT stabilizer Hoechst-high % – further read-out of MT stabilizer, marked with its call; % Hoechst-high responders; measured here: nuclear condensation Hoechst responders;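 share of cells brighter than vehicle mean plus two SD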
MT stabilizer cytotoxicity % – recorded beside MT stabilizer, whose call it bears; toxicity, %; measured here: cytotoxicity by cell density;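 0% = mean cell density of plate MIN control wells and 100% = no cells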
Autophagy HCS cell loss 18 h – further read-out of Autophagy HCS, marked with its call; toxicity, %; measured here: cell loss, nuclei count;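 cell loss after 18 h compound exposure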
* hit, by the source's call.

How did CN(C)c1ccc(NC2=C([N+](=O)[O-])CS(=O)(=O)C2)cc1 do in these assays?
ER stress rescue: 2.1%; bCat nuc transl: 2.2; MT stabilizer: 2.9; Dynein cargo inh: 0.183; Insulin prom up: 0.59; Lipid droplet: 84.1*; Autophagy HCS: inactive; WT yeast gro inh: -0.9; XIAP displacement: -7.5%; WT yeast gro inh mutant strain: -1.7; Dynein cargo inh cytoplasmic EGFP: -0.191; Dynein cargo inh nuclear GR-EGFP: 0.284; Dynein cargo inh cell count: -0.0492; Insulin prom up cell count: 931; Lipid droplet cells 6.5 µM: 825*; bCat nuc transl cell count 5 µM: 997; MT stabilizer Hoechst-high %: 1.6; MT stabilizer cytotoxicity %: 6.9; Autophagy HCS cell loss 18 h: -10.5

Results for Nc1nc(-c2ccc3c(c2)CCCC3)cs1 ?
ER stress rescue: -4.1%; bCat nuc transl: -1.9; MT stabilizer: 3.7; Dynein cargo inh: -0.515; Insulin prom up: -1.42; Autophagy HCS: inactive; WT yeast gro inh: 81.3*; XIAP displacement: -8.1%; WT yeast gro inh mutant strain: 80.9*; Dynein cargo inh cytoplasmic EGFP: -0.165; Dynein cargo inh nuclear GR-EGFP: 0.109; Dynein cargo inh cell count: 0.255; Insulin prom up cell count: 1088; bCat nuc transl cell count 5 µM: 859; MT stabilizer Hoechst-high %: 2.5; MT stabilizer cytotoxicity %: 5.2; Autophagy HCS cell loss 18 h: 8.7

How did O=C(O)Cc1ccc(NC(=O)CCN2C(=O)c3ccc([N+](=O)[O-])cc3C2=O)cc1 do in these assays?
ER stress rescue: -2.0%; bCat nuc transl: 0.1; MT stabilizer: 1.5; Dynein cargo inh: 1.47; Insulin prom up: 1.28; Lipid droplet: -6.9; Autophagy HCS: inactive; WT yeast gro inh: 6.3; XIAP displacement: -6.9%; WT yeast gro inh mutant strain: -8.7; Dynein cargo inh cytoplasmic EGFP: -0.182; Dynein cargo inh nuclear GR-EGFP: 1.11; Dynein cargo inh cell count: -0.898; Insulin prom up cell count: 1039; Lipid droplet cells 6.5 µM: 678; bCat nuc transl cell count 5 µM: 1101; MT stabilizer Hoechst-high %: 2.1; MT stabilizer cytotoxicity %: 0.8; Autophagy HCS cell loss 18 h: -5.4

How did CN(CC(=O)Nn1cnnc1)S(=O)(=O)c1ccc(Br)cc1 do in these assays?
ER stress rescue: -1.2%; bCat nuc transl: -2.4; MT stabilizer: 3.4; Dynein cargo inh: -0.177; Insulin prom up: 0.16; Autophagy HCS: inactive; WT yeast gro inh: 4.5; XIAP displacement: -3.8%; WT yeast gro inh mutant strain: 6.0; Dynein cargo inh cytoplasmic EGFP: -0.493; Dynein cargo inh nuclear GR-EGFP: 0.0483; Dynein cargo inh cell count: 0.657; Insulin prom up cell count: 1225; bCat nuc transl cell count 5 µM: 1407; MT stabilizer Hoechst-high %: 2.4; MT stabilizer cytotoxicity %: 5.9; Autophagy HCS cell loss 18 h: -1.6

Results for CCOC(=O)c1c(NC(=O)CSc2nc3ccccc3c(=O)n2-c2ccc(F)cc2)sc(C(C)=O)c1C ?
ER stress rescue: -3.9%; bCat nuc transl: -1.6; MT stabilizer: 4.7; Dynein cargo inh: 0.823; Insulin prom up: -0.04; Lipid droplet: 17.3; Autophagy HCS: inactive; WT yeast gro inh: -22.4; XIAP displacement: -4.5%; WT yeast gro inh mutant strain: -19.6; Dynein cargo inh cytoplasmic EGFP: 0.0892; Dynein cargo inh nuclear GR-EGFP: 1.33; Dynein cargo inh cell count: -1.42; Insulin prom up cell count: 1269; Lipid droplet cells 6.5 µM: 691; bCat nuc transl cell count 5 µM: 486; MT stabilizer Hoechst-high %: 3.4; MT stabilizer cytotoxicity %: 8.7; Autophagy HCS cell loss 18 h: 22.9

How did O=C(CN1CCCCC1)Nc1ccccc1NC(=O)CN1CCCCC1 do in these assays?
ER stress rescue: -1.3%; bCat nuc transl: 0.7; MT stabilizer: 4.6; Dynein cargo inh: -0.249; Insulin prom up: 0.17; Lipid droplet: 0.5; Autophagy HCS: inactive; WT yeast gro inh: -4.4; XIAP displacement: 16.0%; WT yeast gro inh mutant strain: -2.5; Dynein cargo inh cytoplasmic EGFP: -0.237; Dynein cargo inh nuclear GR-EGFP: -0.288; Dynein cargo inh cell count: 1.7; Insulin prom up cell count: 1898; Lipid droplet cells 6.5 µM: 668; bCat nuc transl cell count 5 µM: 984; MT stabilizer Hoechst-high %: 2.1; MT stabilizer cytotoxicity %: 4.5; Autophagy HCS cell loss 18 h: -9.0

How did Cc1nn(-c2ccccc2)c(C)c1C(=O)NCc1cccs1 do in these assays?
ER stress rescue: -3.3%; bCat nuc transl: -2.9; MT stabilizer: 3.3; Dynein cargo inh: -0.46; Insulin prom up: -0.12; Lipid droplet: 23.1; Autophagy HCS: inactive; WT yeast gro inh: -3.5; XIAP displacement: -18.3%; WT yeast gro inh mutant strain: -1.1; Dynein cargo inh cytoplasmic EGFP: -0.193; Dynein cargo inh nuclear GR-EGFP: -0.204; Dynein cargo inh cell count: -0.527; Insulin prom up cell count: 1370; Lipid droplet cells 6.5 µM: 695; bCat nuc transl cell count 5 µM: 573; MT stabilizer Hoechst-high %: 3.6; MT stabilizer cytotoxicity %: 7.6; Autophagy HCS cell loss 18 h: 6.1

Results for Cc1ccc(NC(=O)c2cc(F)c(F)cc2Cl)nc1 ?
ER stress rescue: -2.4%; bCat nuc transl: -0.9; MT stabilizer: 3.4; Dynein cargo inh: 0.196; Insulin prom up: 0.15; Lipid droplet: 0.6; Autophagy HCS: inactive; WT yeast gro inh: 17.0; XIAP displacement: 0.1%; WT yeast gro inh mutant strain: -4.7; Dynein cargo inh cytoplasmic EGFP: -0.269; Dynein cargo inh nuclear GR-EGFP: 0.377; Dynein cargo inh cell count: -0.665; Insulin prom up cell count: 1452; Lipid droplet cells 6.5 µM: 769; bCat nuc transl cell count 5 µM: 1065; MT stabilizer Hoechst-high %: 1.9; MT stabilizer cytotoxicity %: 10.3; Autophagy HCS cell loss 18 h: -14.9

What do the screens show for `O=S(=O)(CCSc1nc2ccccc2o1)Cc1ccccc1`?
ER stress rescue: -2.7%; MT stabilizer: 3.5; Dynein cargo inh: 1.2; Insulin prom up: 1.29; Lipid droplet: 13.0; Autophagy HCS: inactive; WT yeast gro inh: 0.9; XIAP displacement: -6.3%; WT yeast gro inh mutant strain: -3.5; Dynein cargo inh cytoplasmic EGFP: -0.293; Dynein cargo inh nuclear GR-EGFP: 0.356; Dynein cargo inh cell count: -0.29; Insulin prom up cell count: 1350; Lipid droplet cells 6.5 µM: 764; MT stabilizer Hoechst-high %: 1.8; MT stabilizer cytotoxicity %: 0.4; Autophagy HCS cell loss 18 h: 17.7

How did CCCCN1C(=O)CCC(C(=O)O)C1c1ccc(OC)cc1 (stereo not drawn) do in these assays?
ER stress rescue: -5.7%; bCat nuc transl: -0.4; MT stabilizer: 4.2; Dynein cargo inh: 2.02; Insulin prom up: 0.22; Lipid droplet: 3.5; Autophagy HCS: inactive; WT yeast gro inh: -17.8; XIAP displacement: -6.6%; WT yeast gro inh mutant strain: -26.7; Dynein cargo inh cytoplasmic EGFP: 0.0669; Dynein cargo inh nuclear GR-EGFP: 0.657; Dynein cargo inh cell count: -1.2; Insulin prom up cell count: 1313; Lipid droplet cells 6.5 µM: 676; bCat nuc transl cell count 5 µM: 923; MT stabilizer Hoechst-high %: 2.9; MT stabilizer cytotoxicity %: 11.7; Autophagy HCS cell loss 18 h: -12.8

Results for Cc1cc(=O)[nH]c(N/N=C/c2ccc3c(c2)OCCO3)n1 ?
bCat nuc transl: -0.5; Dynein cargo inh: 0.385; Insulin prom up: 0.29; Lipid droplet: 2.1; Dynein cargo inh cytoplasmic EGFP: -0.229; Dynein cargo inh nuclear GR-EGFP: 0.105; Dynein cargo inh cell count: 0.174; Insulin prom up cell count: 1102; Lipid droplet cells 6.5 µM: 792; bCat nuc transl cell count 5 µM: 1315

What do the screens show for `COC(=O)Cc1cc(=O)[nH]c(/N=C(\N)Nc2ccc(C)cc2C)n1`?
ER stress rescue: -1.2%; bCat nuc transl: -2.6; MT stabilizer: 1.9; Dynein cargo inh: -0.357; Insulin prom up: 0.81; Autophagy HCS: inactive; WT yeast gro inh: -10.4; XIAP displacement: -4.1%; WT yeast gro inh mutant strain: -6.5; Dynein cargo inh cytoplasmic EGFP: -0.155; Dynein cargo inh nuclear GR-EGFP: -0.176; Dynein cargo inh cell count: 0.355; Insulin prom up cell count: 1283; bCat nuc transl cell count 5 µM: 868; MT stabilizer Hoechst-high %: 2.6; MT stabilizer cytotoxicity %: 11.2; Autophagy HCS cell loss 18 h: -22.5

How did COC(=O)C1CCCN1C(=O)COc1ccc(Cl)cc1Br (stereo not drawn) do in these assays?
ER stress rescue: -1.2%; bCat nuc transl: -4.3; MT stabilizer: 2.5; Dynein cargo inh: -0.948; Insulin prom up: -0.01; Lipid droplet: -4.2; Autophagy HCS: inactive; WT yeast gro inh: -1.3; XIAP displacement: -6.1%; WT yeast gro inh mutant strain: 1.8; Dynein cargo inh cytoplasmic EGFP: -0.307; Dynein cargo inh nuclear GR-EGFP: -0.46; Dynein cargo inh cell count: 0.403; Insulin prom up cell count: 1228; Lipid droplet cells 6.5 µM: 633; bCat nuc transl cell count 5 µM: 608; MT stabilizer Hoechst-high %: 3.7; MT stabilizer cytotoxicity %: 6.2; Autophagy HCS cell loss 18 h: -5.5

From PubChem BioAssay
